Source: PubChem (several laboratories)
PKA-R1A act = activators of PKA-R1A holoenzyme, primary screen, biochemical, fluorescence polarization, Cy5-IP20, bovine R1A, mouse PKAc; cAMP-dependent protein kinase type I-alpha regulatory subunit (Bos taurus) + …; AID 504707, 2011; PKA-R1A dissociation; scaled: DMSO 0%, 113 µM cGMP 100%; activation, % at 11.4 µM; 340,000 compounds, 0.083% hits;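 active = percent activation above the mean of all tested compounds plus 3 SD, cut at about 19% in these data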;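 also: higher means more PKAc released from R1A so a rise in polarization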
CDK5 inh = inhibitors of human CDK5/p35 kinase, primary screen, biochemical, single concentration. Recombinant CDK5/p35, ADP-Glo luminescence, 60 min. inhibition, % at 10 µM. Cyclin-dependent kinase 5 (Homo sapiens) + Cyclin-dependent kinase 5 activator 1 (Homo …. 330,000 compounds, 0.01% hits;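 active = highest replicate inhibition of at least 50% and at least 75% of replicates reaching 50%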;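 also: plate controls were DMSO neutral control for no effect and GW8510 at 10 µM for full effect; many of its hits are not listed in these tables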
Target sequence (Q00535 whole entry, looked up): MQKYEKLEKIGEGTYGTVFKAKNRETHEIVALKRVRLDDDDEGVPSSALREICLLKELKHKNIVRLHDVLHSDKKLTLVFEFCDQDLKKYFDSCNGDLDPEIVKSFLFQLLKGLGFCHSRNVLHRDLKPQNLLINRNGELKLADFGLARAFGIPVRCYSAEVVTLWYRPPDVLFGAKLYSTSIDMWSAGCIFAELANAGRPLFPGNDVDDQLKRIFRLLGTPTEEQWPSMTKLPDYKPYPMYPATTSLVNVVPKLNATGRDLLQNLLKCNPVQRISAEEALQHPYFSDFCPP
Target sequence (Q15078 whole entry, looked up): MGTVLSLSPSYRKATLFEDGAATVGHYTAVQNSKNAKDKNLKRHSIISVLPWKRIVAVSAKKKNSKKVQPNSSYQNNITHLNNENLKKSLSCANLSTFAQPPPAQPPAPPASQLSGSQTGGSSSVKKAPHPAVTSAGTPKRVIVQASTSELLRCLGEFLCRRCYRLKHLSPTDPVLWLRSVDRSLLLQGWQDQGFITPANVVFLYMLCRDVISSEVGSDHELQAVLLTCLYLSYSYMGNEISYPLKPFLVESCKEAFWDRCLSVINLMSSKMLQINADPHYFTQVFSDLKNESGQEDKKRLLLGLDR
PKA-R2B act = activators of PKA-R2B holoenzyme, primary screen, biochemical, fluorescence polarization, Cy5-IP20, human; PKA-R2B holoenzyme dissociation; R2B truncated from residue 108, S112A mutant; 0% DMSO only, 100% 113 µM cGMP; activation, % at 11.4 µM; 340,000 compounds, 0.079% hits;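 active = activation above a cutoff set at the mean over all compounds plus 3 SD, cut at about 18% in these data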;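 also: higher means more holoenzyme dissociation and a rise in polarization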
E coli growth = E. coli V3065 growth inhibition, primary screen, counter-screen for AddAB inhibitor project, absorbance, OD600. 18 h. 330,000 compounds, 0.27% hits. inhibition, % at 11.9 µM;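 active = inhibition above the campaign's mean inhibition across all tested compounds plus 3 SD, cut at about 9.9% in these data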;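 also: uninfected addAB+ strain grown without phage in ampicillin broth; 0% = DMSO wells and 100% = ciprofloxacin 0.95 µg/ml wells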
SUMO Mot1 rescue = yeast Mot1-301 growth rescue at high temperature, primary screen, SUMOylation pathway inhibitor project, S. cerevisiae, ATP luminescence, 38.5C; S. cerevisiae Mot1-301 growth rescue; percent above DMSO median, 100 means doubled; growth rescue, % at 18.8 µM; 320,000 compounds, 1% hits;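 active = every valid replicate shows activation above 250% relative to neutral control wells; inactive = the rest, any valid replicate at or below 250%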;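 also: OY570 slx delta 5 strain wells were the positive control but not used for scaling; some compounds called inactive have numbers as strong as hits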
Tat export inh = E. coli Tat export inhibitors, primary screen, MC4100, TorA-mCherry reporter, fluorescence, single point; inhibition, % at 10 µM; 340,000 compounds, 0.036% hits;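 active = mean replicate inhibition at least 50% and at least half of replicates individually reaching 50%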;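 also: exported cargo escapes ClpAP degradation while cytoplasmic cargo is degraded and loses fluorescence; 0% = median of neutral control wells and 100% = median of NaSCN control wells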
DAGLB inh = DAGLB lipase inhibitors, primary screen, biochemical, fluorescence, HTS | Diacylglycerol lipase-beta (Homo sapiens), Q8NCG7 | HEK293T DAGLB membrane lysate, EnzChek fluorogenic substrate | 340,000 compounds, 0.059% hits | inhibition, % at 5.17 µM | AID 504411, 2011; in the data active = inhibition above about 34%;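 also: 0% = enzyme with vehicle and 100% = wells lacking enzyme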
phage Ecoli inh = growth loss of phage-infected E. coli, primary screen, RecBCD inhibitor project, absorbance, with phage, HTS. AID 651602, 2012. 360,000 compounds, 0.26% hits. inhibition, % at 11.9 µM; in the data active = inhibition above about 11%
AddAB inh = growth inhibition of E. coli expressing H. pylori AddAB, primary screen, AddAB inhibitor project, absorbance | inhibition, % at 11.9 µM | 330,000 compounds, 0.29% hits; in the data active = inhibition above about 12%;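 also: 0% = vehicle wells of infected cells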
HTR5A inv ctr = HTR5A inverse agonists in luminescence cell assay, primary screen, counter-screen for OPRM1-OPRD1 heterodimer inverse agonist project, full-deck HTS; AID 504634, 2011; 340,000 compounds, 0.083% hits; 5-hydroxytryptamine receptor 5A (Homo sapiens), P47898; inhibition, % at 9.3 µM; HTR5A cell line, inverse agonism; in the data active = inhibition mostly above about 23%, no sharp cut-off; inactive = mostly below about 18%;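 also: 0% = cells with DMSO and 100% = no-cell wells with DMSO; some compounds called inactive have numbers as strong as hits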
Target sequence (P47898 whole entry, looked up): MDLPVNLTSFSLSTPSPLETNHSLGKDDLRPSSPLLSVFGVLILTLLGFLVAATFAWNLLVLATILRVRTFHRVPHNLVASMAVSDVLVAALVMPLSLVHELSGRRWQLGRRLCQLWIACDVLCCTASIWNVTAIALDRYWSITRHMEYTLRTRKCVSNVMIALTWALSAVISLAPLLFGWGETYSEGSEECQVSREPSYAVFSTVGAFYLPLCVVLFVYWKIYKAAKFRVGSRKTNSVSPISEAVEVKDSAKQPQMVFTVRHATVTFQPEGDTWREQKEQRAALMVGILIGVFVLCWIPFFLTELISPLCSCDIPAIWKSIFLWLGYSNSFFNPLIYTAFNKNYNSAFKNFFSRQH
HTR5A ag ctr = HTR5A agonists in luminescence cell assay, primary screen, counter-screen for OPRM1-OPRD1 heterodimer agonist project, full-deck HTS | 340,000 compounds, 0.61% hits | activation, % at 9.3 µM | 5-hydroxytryptamine receptor 5A (Homo sapiens), P47898 | cell-based; in the data active = activation mostly above about 9.5%, no sharp cut-off; inactive = mostly below about 7.6%;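 also: 0% = cells with vehicle only and 100% = reference agonist; strong numbers were not always called active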
An asterisk follows results filed as active; x = no result given; & = joins results of further samples. No enrichment for hits; 2.3% or so of the library scored in one or more.

SMILES	PKA-R1A act	CDK5 inh	PKA-R2B act	E coli growth	SUMO Mot1 rescue	Tat export inh	DAGLB inh	phage Ecoli inh	AddAB inh	HTR5A inv ctr	HTR5A ag ctr
Cc1ccc(NC(=O)N2CCCC2C(=O)NCc2ccc(Cl)cc2)cc1 (stereo not drawn)	-12	-2.8	0	-1.3	16	-3	0	2.5	-3.4	0	0
Cc1ccc(C(=O)Nc2ccccc2Oc2ccccc2)o1	4	-3.6	-1	0.1	-20	9	-11	1.1	0.2	-6	2
CCCCn1c(N)c(N(CC(C)C)C(=O)CSCC(=O)Nc2ccc(OC)cc2)c(=O)[nH]c1=O	4	-0.1	12	-1.7	521	1	1	0.4	-1.4	-31	2
O=C(Nc1nc(-c2ccccc2)cs1)c1ccc2c(c1)S(=O)(=O)c1ccccc1C2=O	5	-0.7	1	-2.3	4	-2	1	3.6	-0.4	2	2
COc1ccc(NC(=O)CNC(=O)CC23CC4CC(CC(C4)C2)C3)c(OC)c1	-6	1.6	4	x	x	-5	4	0.3	x	-9	-1
CCOc1ccccc1N1CCN(C(=O)c2cc3c(s2)CCC3)CC1	-7	0.1	-7	-1.4	x	4	-11	0.5	3.2	0	0
O=C(OCCN1C(=O)c2ccccc2C1=O)c1cc(=O)[nH]c2ccccc12	-7	0.8	-2	-1.3	446	-5	0	1.9	2.4	-4	2
COc1nc(C)nc2c1sc1nc3c(cc12)COC(C)(C)C3	-10	0.2	1	0.5	-9	-9	0	2.2	2.7	-2	1
O=C(NCCc1ccc(F)cc1)c1ccc(S(=O)(=O)N2CCCC2)cc1	1	1.4	0	-1.2	139	-1	-2	3.7	4.8	-29	12
COC(=O)CCC(=O)N1CCCC(C(=O)c2ccc(Cl)cc2C)C1 (stereo not drawn)	-4	0.5	5	-1.2	-16	-3	2	2.8	3.9	14	-1
O=C(CNc1ccccc1)Nc1cccc2ccccc12	5	0.3	1	-1.0	13	-5	0	2.1	2.4	-14	4
CCC(c1nnnn1CCOC)N(Cc1cc2cc(C)c(C)cc2[nH]c1=O)CC1CCCO1 (stereo not drawn)	13	0.2	4	1.3	-9	1	1	4.3	2.4	-6	2
CCOC(=O)c1[nH]cnc1C(=O)N1CCC(C)CC1	-8	0.4	-8	-1.0	-2	-5	-1	4.0	1.9	-12	0
Cc1oc(-c2ccc(Cl)cc2)nc1CS(=O)CC(=O)NCCCN1CCOCC1 (stereo not drawn)	-12	0.6	-7	-2.2	13	1	1	4.2	-0.3	6	-2
COc1cc(NS(=O)(=O)c2ccc(Br)s2)cc(OC)c1	-14	-0.3	1	3.9	5	8	-5	3.3	2.9	-3	1
Cc1cc(C)cc(OC(C)C(=O)NCCCn2ccnc2)c1 (stereo not drawn)	-1	1.3	-10	-1.4	-4	-4	1	1.8	0.2	-3	4
COc1cccc(C(=O)CC(C#N)c2ccc(F)cc2)c1 (stereo not drawn)	-8	-0.3	5	-1.1	-13	5	-13	x	-0.7	-4	1
CCOc1ccc(N2CC(C(=O)Nc3ccncc3)CC2=O)cc1 (stereo not drawn)	-1	1.7	-7	-1.8	1	-4	-4	0.6	2.1	4	2
COC(=O)c1ccccc1NC(=O)NC1CCCCC1	-4	-0.6	-6	1.3	-7	10	-2	-2.1	5.0	-6	2
O=C(NCc1cccnc1)c1cn(-c2ccccc2)nc1-c1ccccc1	-11	-0.4	-4	1.3	20	-8	1	2.6	-0.2	0	6
Cc1cc(C)n(-c2nc3ccccc3c(=O)n2OCC(N)=O)n1	0	-3.6	-7	-2.3	-10	4	-2	-3.1	3.6	3	-1
Cc1ccc(-n2c(SCC(=O)Nc3ncc(Cl)cc3Cl)nc3ccccc32)cc1	-14	-1.0	0	1.2	-12	-10	-8	1.7	-0.3	-23	7
Cc1cc(C)c(C#N)c(SC(F)F)n1	-12	-0.8	-5	-1.6	-11	5	-2	-0.5	4.4	-15	5
Cc1ccn(S(=O)(=O)c2ccc(N3CCCC3=O)cc2)n1	-7	1.3	-8	-0.8	-15	7	1	0.1	5.1	-14	5
COc1ccc(-c2nc3ccccc3n2CCC(C)C)cc1OC	-12	-0.3	-1	-0.5	-17	3	-1	1.5	0.9	0	0

Next section
SMILES	PKA-R1A act	CDK5 inh	PKA-R2B act	E coli growth	SUMO Mot1 rescue	Tat export inh	DAGLB inh	phage Ecoli inh	AddAB inh	HTR5A inv ctr	HTR5A ag ctr
Cc1sc2nc(CSC(C)C(=O)Nc3ccc(Cl)cn3)[nH]c(=O)c2c1C (stereo not drawn)	-7	1.8	2	0.2	-16	-1	-2	4.8	1.9	-10	4
COC(=O)C(C(=O)Nc1nc2ccccc2s1)C1CCCC1 (stereo not drawn)	3	0.3	5	0.9	113	5	-1	1.9	3.6	1	0
CCCc1[nH]nc2c1C1(CCN(C(=O)OCc3ccccc3)CC1)C(C#N)=C(N)O2	-1	-12	6	-0.2	9	-5	4	-2.2	2.5	-5	2
CN1CCc2c(OCC(=O)N3CCC(Cc4ccccc4)CC3)cccc2C1=O	-6	-9.6	-14	-0.4	x	-8	-1	3.1	-1.1	10	-4
Cc1ccc(N(C)S(=O)(=O)c2cccc(C(=O)NC3=NCCS3)c2)cc1	-8	4.6	-17	1.8	7	3	-5	-1.1	1.6	-2	1
Cc1cc(C)c2nc(SCC(=O)NCCC3=CCCCC3)cc(C)c2c1	9	7.0	-2	4.0	18	-3	-1	1.0	2.6	-16	2
CC(Sc1nc2ccccc2c(=O)n1Cc1ccco1)C(=O)c1ccccc1 (stereo not drawn)	-2	2.7	-7	-0.2	-1	4	3	0.9	1.8	3	0
Cc1ccc(C(=O)N2CCCC(Nc3ccc(F)c(F)c3)C2)cn1 (stereo not drawn)	0	-0.3	-3	-1.1	-5	-7	-1	-0.1	-1.2	-12	-4
CC(=O)N(O)CCCCCNC(=O)CCC(=O)N(O)CCCCCNC(=O)CCC(=O)N(O)CCCCCN	-8&-2	1.0&-0.6	3&2	22*	8	5&-18	1&2	17*	18*	-3&-48	-1&1
O=S(=O)(c1ccc(Cl)cc1)c1cnc(-c2cccnc2)nc1-c1ccccc1	10	-1.5	-4	-1.6	-11	0	-2	3.5	2.8	-6	2
CCCCCc1c(C)nc(N2CCOCC2)[nH]c1=O	-4	0.5	15	0.2	114	-1	0	-0.5	0.8	3	4
Cc1cccc2cc(COC(=O)c3ccccc3)c(=O)[nH]c12	-13	1.4	8	0.9	x	8	-4	0.2	2.2	-22	9
C/C(=N\NC(=S)Nc1ccccc1C)c1ccc(O)cc1	-1	-0.1	3	-0.2	-16	-5	-3	x	-0.3	4	-2
O=C(CCCSc1nc2ccccc2[nH]1)NC1=NCCS1	-13	1.2	-13	2.4	-6	-1	-1	2.0	1.2	-20	-5
C/C(N)=C(/C#N)C(=O)CSc1nc2ccccc2c(=O)n1CCCO	-5	-0.5	0	-0.2	-1	-5	2	-1.0	-0.1	-2	1
Cc1cc(C)nc(NS(=O)(=O)c2ccc(NC(=O)Cc3ccc(F)cc3)cc2)n1	-7	0.2	-8	3.0	6	-13	-2	-2.2	1.3	5	-1
COC(=O)c1cc(C#N)c(N2CCOCC2)nc1C	2	-0.1	3	2.0	-1	4	1	3.9	2.4	-9	0
COc1ccc(C(C)=O)cc1CSc1nnc(Nc2ccc(C)cc2C)s1	-6	4.3	-2	-1.9	-2	8	3	3.0	1.0	16	2
COc1ccc(-c2ccc(SC)nn2)cc1	2	10	-1	1.7	-53	-5	3	2.9	4.0	2	-1
COC(=O)c1scc(C)c1N/N=C(\C)c1cc(F)c(Cl)cc1F	3	4.2	2	2.5	-10	6	-1	-11	3.4	20	-8
O=C(NCCCN1CCOCC1)c1cccnc1	6	0.1	-4	-0.3	110	-3	2	5.1	1.6	-27	8
O=C(NNC(=O)c1cccc2ccccc12)c1ccc(Cl)cc1Cl	2	-1.1	2	x	x	6	-2	2.2	x	1	0
Cc1ccc(S(=O)(=O)CCC(=O)NC2CCCCC2)cc1	4	0.0	-4	-1.2	2	2	2	1.2	-0.5	-17	6
CCn1cc(C(=O)N[C@H](C(=O)NCCN2CCOCC2)C(C)C)c(=O)c2cc3c(cc21)OCO3	-1	-0.2	-9	1.6	-12	3	-2	0.7	2.8	-20	-4
CCOC(=O)CN1CCS(=O)(=O)CC1	-4	-0.2	-10	1.5	-3	-4	-1	3.4	4.6	-1	1

(continued)
SMILES	PKA-R1A act	CDK5 inh	PKA-R2B act	E coli growth	SUMO Mot1 rescue	Tat export inh	DAGLB inh	phage Ecoli inh	AddAB inh	HTR5A inv ctr	HTR5A ag ctr
CC(CCc1ccccc1)NC(=O)C1CCN(S(=O)(=O)c2ccc(F)cc2)CC1 (stereo not drawn)	2	0.9	0	1.4	18	4	-2	2.1	1.8	-19	5
O=C(Nc1ccccc1)N(Cc1ccccc1)CC(O)C(F)(F)F (stereo not drawn)	1	-0.1	-4	-1.4	1	2	-2	0.5	3.2	6	1
CCn1nc(NC(=O)c2ccccn2)c2cc3cc(C)ccc3nc21	-14	0.2	1	2.5	1	4	-7	1.1	3.2	-26	11
Cc1ccc(-c2nnc(-n3ncc(C#N)c3N)c3ccccc23)cc1C	1	-0.3	6	3.4	9	-2	0	2.5	2.3	24	-3
CCCc1nnc2c(N(C)S(=O)(=O)c3ccccc3)nc3ccccc3n12	4	-0.8	-9	-0.3	15	3	-3	1.2	1.0	-8	8
CCN1CCN(c2ccc(S(=O)(=O)N3CCCCC3)cc2NC(=O)Cc2ccccc2)CC1	0	0.4	-2	1.3	17	-2	2	1.6	-0.7	-15	7
Cc1ccc(S(=O)(=O)N2CC(C(=O)O)=CC[C@H]2c2ccc3c(c2)OCO3)cc1	1	-1.8	-8	0.1	-5	-8	4	2.5	0.5	-15	6
COc1ccc(/C=N\NC(=O)CC(=O)Nc2cccc(Cl)c2)cc1OC	-8	0.1	-10	3.0	3	-10	-1	3.2	4.7	-9	-2
Cc1nc2ccccc2c2oc(C(=O)NCCCN3CCCC(C)C3)cc12 (stereo not drawn)	11	-1.2	1	-0.7	-7	11	1	-1.1	0.4	11	9
CCn1c(CNc2ccc(C)cc2C)nnc1SCC(=O)N1CCCc2ccccc21	-9	1.8	10	-0.3	-6	-1	-1	0.8	-0.6	-7	6
Cc1ccc(OCC(=O)NNC(=O)C(=O)N2CCCC2)c(C)c1	2	0.7	-14	-3.2	-20	-5	1	3.1	-0.8	-12	3
